Screens as filed in PubChem BioAssay.
Hsp90 Hop PPI = changes Hsp90-Hop TPR2A binding signal, up or down; AlphaScreen TPR2A-His6 binding biotin-Hsp90 C-terminal peptide; Potency, µM (titrated, usually from 57 µM), inactives show top-dose activity change, negative = inhibition; 71,000 tested, 0.44% active; active = well fitted curve in either direction with a large enough effect; inconclusive = small, poorly fitted or top-dose-only effect, or another doubt; note: potency is the fitted concentration of half-maximal effect; % is set by controls: 0 for no effect and ±100 for the full control effect; many of its hits are not listed in these tables
UbGFP stabilizer = proteasome inhibitors stabilizing ubiquitin-GFP reporter; Ubiquitin-GFP reporter cells, proteasome inhibition, GFP fluorescence; response scale: untreated = 0%, 10 µM MG-132 = 100%; Potency, µM (titrated, usually from 45.9 µM), for the others: at the highest dose activation (GFP accumulation), actives largely listed as activators; 67,000 tested, under 10 active; active = well fitted activation curve with a large enough effect, not every such curve was filed as active; inconclusive = small, poorly fitted or top-dose-only effect, or another doubt; inactive = no such curve, though single readings can be large or run the other way; note: potency is the fitted concentration of half-maximal effect
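Reporter cells (U2OS, ubiquitin-G76V-GFP fusion) are plated overnight, then treated 4 hr at 37 °C with compound titrations from 46 uM down to 2.9 nM. Activity is scaled against untreated cells and 10 uM MG-132.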
TexasRed autofl = compounds fluorescent in Texas Red spectral region. Compound fluorescence, Texas Red channel, 547/618 nm; hits give high values. max dye-equivalent concentration, M. AID 587. 59,000 tested, 0.06% active; in the data active = max dye-equivalent concentration above about 10 nM; inconclusive = between about 1.1 nM and that limit
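Dye-equivalent concentrations come from scaling compound signal (ex 547, em 618 nm) to six Texas Red standard concentrations run on every plate, after 15 min room-temperature incubation in pH 8.0 Tris (100 mM).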
ALOX15 inhib = 15-hLO (ALOX15) enzyme inhibition. purified 15hLO-1, xylenol orange hydroperoxide absorbance. Potency, µM (series often up to 57.1 µM), inactives show at the top dose activity change, negative = inhibition, most hits filed as inhibitors. 74,000 tested, 1.4% active. AID 887; note: potency is the fitted concentration of half-maximal effect; % is set by controls: 0 for no effect and ±100 for the full control effect; nearly all actives have a fitted effect of over 55% in size
Target sequence (P16050 whole entry, looked up): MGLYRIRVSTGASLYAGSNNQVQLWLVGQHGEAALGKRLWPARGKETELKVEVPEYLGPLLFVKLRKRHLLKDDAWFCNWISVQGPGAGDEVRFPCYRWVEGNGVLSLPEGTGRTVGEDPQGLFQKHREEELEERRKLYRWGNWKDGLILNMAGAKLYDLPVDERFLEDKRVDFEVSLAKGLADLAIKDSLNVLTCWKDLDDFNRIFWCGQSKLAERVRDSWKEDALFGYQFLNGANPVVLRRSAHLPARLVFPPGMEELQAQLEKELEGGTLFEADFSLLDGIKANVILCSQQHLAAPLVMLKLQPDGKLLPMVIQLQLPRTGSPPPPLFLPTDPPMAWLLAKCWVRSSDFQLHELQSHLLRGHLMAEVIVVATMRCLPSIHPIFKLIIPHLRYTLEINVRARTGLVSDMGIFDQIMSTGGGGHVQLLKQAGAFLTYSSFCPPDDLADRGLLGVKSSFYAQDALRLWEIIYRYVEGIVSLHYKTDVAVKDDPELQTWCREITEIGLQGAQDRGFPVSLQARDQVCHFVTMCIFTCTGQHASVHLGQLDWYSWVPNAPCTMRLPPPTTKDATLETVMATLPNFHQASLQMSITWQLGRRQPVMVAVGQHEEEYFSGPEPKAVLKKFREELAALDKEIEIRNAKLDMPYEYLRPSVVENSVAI
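Quantitative HTS in 25 mM Hepes pH 7.5 containing 0.01% Triton X-100: human 15hLO-1 at 40 nM, arachidonic acid at 50 uM, 6 min turnover. Product quantified via ferrous oxidation/xylenol orange, 573:405 nm absorbance ratio.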
HADH2 inhib = blocks human hydroxyacyl-CoA dehydrogenase type II; recombinant HADH2, NADH fluorescence, beta-hydroxybutyryl-CoA; AID 886; Potency, µM (doses to about 57.1 µM), for the others: at the highest dose activity change, negative = inhibition, most hits filed as inhibitors; Q99714; 73,000 tested, 3.4% active; note: potency is the fitted concentration of half-maximal effect; % is set by controls: 0 for no effect and ±100 for the full control effect; nearly all actives have a fitted effect of over 60% in size; many of its hits are not listed in these tables
Target sequence (Q99714 whole entry, looked up, one chain of several): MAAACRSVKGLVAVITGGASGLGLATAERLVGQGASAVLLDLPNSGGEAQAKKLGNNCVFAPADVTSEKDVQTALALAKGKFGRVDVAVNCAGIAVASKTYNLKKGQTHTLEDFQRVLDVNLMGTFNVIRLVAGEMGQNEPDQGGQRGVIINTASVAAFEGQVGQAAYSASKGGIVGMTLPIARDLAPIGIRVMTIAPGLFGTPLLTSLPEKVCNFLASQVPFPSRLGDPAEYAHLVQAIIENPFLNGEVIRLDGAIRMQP
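NADH fluorescence (ex 360/em 450 nm) read every 30 s for 4 min; activity taken as last-minus-first time point difference. Enzyme 20 nM, NAD+ 1 mM, beta-hydroxybutyryl-CoA 90 uM, pH 9.0 Tris buffer.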
GFP derepression = epigenetic GFP locus derepression in mouse cells; Potency, µM (titrated, usually from 46.1 µM), for the others: top-dose GFP derepression (activation); mouse C127i GFP locus derepression, cytometry, 30 h; 68,000 tested, 0.09% active; note: % of control where 0% means no effect
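Murine C127i mammary cells carrying a silenced, stably integrated CMV-driven GFP reporter were treated with compound for 30 hours at 37 C. After PBS washes, GFP-positive cells were counted by laser-scanning microplate cytometry.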
4MU fluor = 4-MU region autofluorescence; compound autofluorescence, 340/450 nm, 4-MU equivalents; hits give high values; max dye-equivalent concentration, M; 59,000 tested, 11% active; AID 589; in the data active = max dye-equivalent concentration above about 10 nM; inconclusive = mostly about 1.1 nM to 9.6 nM
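Intrinsic fluorescence at 340/450 nm (ex/em) was read after 15 min at room temperature in pH 8.0, 100 mM Tris. Each compound concentration expressed as 4-MU-equivalent concentration from a six-point 4-MU standard series on each plate.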
HBB splicing = alters splicing of the hemoglobin beta chain | Potency, µM (doses to about 46.1 µM), inactives show top-dose activation, hits mostly activators | HBB splicing reporter cell assay, activation; EGFP reporter with mutant IVS2-654 intron; response scale: normalised to 500 nM splice-correcting PNA | 65,000 tested, 0.06% active | AID 925; note: potency is the fitted concentration of half-maximal effect; 0% is about no effect
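HeLa cells stably expressing EGFP interrupted by mutant beta-globin intron 2 (IVS2-654), 500/well in 2% FCS. Treated with compound for 2 days at 37C. Splicing correction scored as total well GFP intensity (488 nm excitation, 500-520 nm emission); 500 nM antisense PNA served as control.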
DNA Pol III inh = blocks replication by bacterial DNA polymerase III holoenzyme. reconstituted DNA polymerase III holoenzyme replication, biochemical. 71,000 tested, 0.25% active. Potency, µM (highest dose often 57.1 µM), inactives show at the highest dose activity change, negative = inhibition; note: potency is the fitted concentration of half-maximal effect; % is set by controls: 0 for no effect and ±100 for the full control effect
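Reconstituted *E. coli* holoenzyme (0.35 nM Pol III, 1 nM beta, 154 nM SSB, 2 nM primase) was preincubated with compound for 15 min at RT. Synthesis on 1.4 nM ssM13Gori ran 35 min, then was stopped with PicoGreen/EDTA and read as dsDNA fluorescence.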
Rhodamine fluor = compound fluoresces in the rhodamine spectral region | AID 594 | 59,000 tested, 0.05% active | max dye-equivalent concentration, M | Rhodamine-region fluorescence, 547/598 nm, Tris buffer; hits give high values; in the data active = max dye-equivalent concentration above about 11 nM; inconclusive = between about 1.1 nM and that limit
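Compounds in 100 mM Tris buffer, pH 8.0, were incubated 15 min at room temperature, then read at 547 nm excitation and 598 nm emission. Fluorescence was normalized against a per-plate six-point rhodamine standard curve as dye-equivalent concentration.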
Fluorescein fluor = compound autofluorescence in fluorescein spectral region | Compound autofluorescence, 480/540 nm, fluorescein-equivalent; hits give high values | max fluorescein-equivalent concentration, M | AID 593 | 59,000 tested, 0.91% active; in the data active = max fluorescein-equivalent concentration above about 10 nM; inconclusive = between about 1.1 nM and that limit
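Tris 100 mM pH 8.0; 15 min RT; CCD read, ex 480/em 540 nm. Output: fluorescein-equivalent concentration per compound concentration, from six-point dye series on each plate.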
An asterisk follows results filed as active; i = inactive; ? = inconclusive; / = not tested or not shown; & = joins results of further samples; [ ] = another dose, or the depositor's remark. Unless noted, calls come from the whole dose curve; as a rule, active = well fitted curve in the direction sought with a large enough effect; inconclusive = small, poorly fitted or top-dose-only effect, or another doubt; inactive = no such curve, though single readings can be large; an effect the other way counts as inactive or inconclusive. Not all compounds are listed, so the mix of outcomes need not match the whole.

SMILES	Hsp90 Hop PPI	UbGFP stabilizer	TexasRed autofl	ALOX15 inhib	HADH2 inhib	GFP derepression	4MU fluor	HBB splicing	DNA Pol III inh	Rhodamine fluor	Fluorescein fluor
O=C(Nc1ccccc1C(F)(F)F)c1cc(-c2ccccc2O)on1	3.1%	4.9%	i	-3.1%	1.3%	4.0%	i	1.1%	-3.5%	i	?
COc1cccc(Cn2c(=O)c(-c3ccccc3)nc3cncnc32)c1	-3.1%	4.0%	i	-5.8%	-14.1%	2.7%[9.22 µM]	i	-0.1%	-21.3%	i	?
CCOc1cc(C)nc(N2CCC(C(=O)Nc3ccccc3OCC)CC2)n1	0.2%	-2.1%	i	2.4%	17.6%	0.0%	i	-0.1%[57.5 µM]	-3.5%	i	i
Cc1ccc(C(=O)c2ccccc2C(=O)O)c(O)c1	-1.5%	3.1%	/	1.0%	-11.9%	-1.8%	/	1.5%	-5.3%	/	/
CCn1c(C)csc1=NC(=O)c1ccccc1	2.5%	-7.6%	i	2.3%	-6.9%	0.0%	i	-4.7%	-2.9%	i	?
Cc1ccc2nc(NC3=NCN(Cc4ccc5c(c4)OCO5)CN3)nc(C)c2c1	?	-1.3%	i	11.3%	15.0%	5.1%	i	0.1%	-10.0%	i	i
O=C(CN1C(=O)c2cccc3cccc1c23)Nc1ccc(S(=O)(=O)N2CCOCC2)cc1	25.6%	-8.1%	i	-1.1%	-20.4%	2.6%	4.59e-08M*	-0.6%	-1.5%	i	i
COc1c(O)ccc2cnn(-c3ccccc3C)c(=O)c12	/	/	i	/	/	2.6%[20.6 µM]	i	/	/	i	?
COc1cccc(C(=O)Nc2ccc(C(=O)O)cc2)c1	-2.3%	10.4%	?	4.7%	0.3%	-2.1%	i	0.4%	-4.4%	i	i
O=C(O)CC1C(=O)NCCN1C/C=C/c1ccccc1 (stereo unspecified)	-0.1%	-0.2%	/	-11.1%	0.3%	/	/	0.5%	-2.3%	/	/
CCCc1noc(-c2ccc(-c3ccccc3)cc2)n1	?	-7.3%	i	2.0%	17.6%	-2.3%	i	0.6%	-3.6%	i	?
Cc1occc1C(=O)n1cnc2ccccc21	-7.5%	15.0%	i	-1.2%	-5.9%	0.0%	i	-0.2%	3.1%	i	i
COc1ccc(Cc2ccc3[nH]c(=O)cc(C)c3c2)cc1S(=O)(=O)O	-4.8%[11 µM]	0.0%[9.17 µM]	i	0.5%[11.4 µM]	0.4%[11.4 µM]	-3.4%[9.22 µM]	i	-1.4%[9.22 µM]	-11.1%[11.4 µM]	i	i
COc1ccc(C)cc1NC(=O)c1ccc(N(C)S(C)(=O)=O)cc1	-2.0%	3.8%	i	2.7%	11.0%	-2.7%	i	-0.5%	-3.3%	i	i
Cc1nn(CC(=O)N2CCN(Cc3ccccc3)CC2)c(=O)c2ccccc12	-0.4%	13.6%	i	6.2%	-1.3%	-0.1%	i	0.8%[1.84 µM]	0.5%	i	i
COc1ccc(OC)c(C2CC(=O)N3CN(c4ccc(C)c(Cl)c4)CSC3=C2C#N)c1 (stereo unspecified)	-6.9%	15.6%	/	?	?	0.0%	/	0.0%	-5.4%	/	/
O=C(CNS(=O)(=O)c1ccc(Br)s1)N1CCCC1	4.0%	-9.9%	i	0.8%	4.8%	0.0%	i	-0.1%	-6.0%	i	i
O=C(NCc1ccco1)Oc1ccccc1	1.6%	-7.3%	i	-7.8%	?	0.2%	i	-1.6%	-1.3%	i	?
CC(NC(=O)NC(N)=O)(C(F)(F)F)C(F)(F)F	/	/	i	/	/	-0.5%[20.6 µM]	i	/	/	i	i
CCOC(=O)c1[nH]c(C)c(C(=O)Nc2ccc(C)c(Cl)c2)c1C	4.0%	0.9%	i	-13.1%	5.7%	-2.0%	i	-1.0%	-5.9%	i	i
CN1CC(=O)N/C1=N\C(=O)Nc1ccc2c(c1)N(C)C(=O)CS2	-11.3%	-12.3%	i	-5.0%	-5.9%	-1.4%	i	-2.3%	-1.0%	i	?
O=C(COc1ccc2ccccc2c1Br)Nn1cnnc1	0.7%	0.0%	i	10.0%	-2.9%	3.2%	i	3.3%	-4.0%	i	i
CC1CCc2c(nc3ncnn3c2N2CC(C)OC(C)C2)C1 (stereo unspecified)	-0.8%	-0.9%	i	3.9%	-6.9%	1.6%	i	-0.1%[57.5 µM]	-7.1%	i	i
CCc1c(C(=O)NCc2ccc3c(c2)OCO3)[nH]c(C)c1C(C)=O	-1.8%	-3.8%	?	-5.8%	-7.0%	6.7%	i	0.4%	2.3%	i	i
COc1ccc(OC)c(NC(=O)CN(c2ccc(C)cc2)S(=O)(=O)c2c(C)noc2C)c1	-4.1%	-5.4%	i	-4.2%	0.2%	5.5%	i	-1.5%	3.8%	i	i
COc1cccc(N(C(=O)CNC(=O)c2ccco2)C(C(=O)NC2CCCC2)c2ccncc2)c1 (stereo unspecified)	-2.8%	-0.9%	i	2.7%	7.1%	0.0%	i	6.9%	0.8%	i	i
O=C(COc1ccccc1)Nc1nc2ccccc2[nH]1	-3.8%	1.8%	i	3.7%	7.2%	-2.7%	?	0.0%[57.5 µM]	-5.0%	i	i
Cc1cc(C)c(C#N)c(SCC(=O)OC2CCCCC2)n1	31.6µM*	0.1%	i	-2.5%	9.7%	-1.2%	i	0.0%[57.5 µM]	3.1%	i	i
Cn1c(Cn2nnc3ccccc32)nnc1SCC(=O)N1c2ccccc2CCc2ccccc21	-2.2%	-3.9%	i	-3.8%	2.1%	3.9%	i	2.2%	-4.7%	i	i
O=C(c1ccc(Br)s1)N1CCN(c2ncccn2)CC1	-6.1%	4.4%	i	2.4%	-2.6%	-2.6%	i	1.1%	-2.6%	i	i
CCOC(=O)C1CCN(C(=O)Nc2ccc(Cl)cc2)CC1	-1.2%	-1.5%	/	6.0%	-3.6%	0.0%	/	-0.7%	4.7%	/	/
CC(C)COC(=O)C(C#N)c1nc2ccccc2nc1N1CCN(Cc2ccccc2)CC1 (stereo unspecified)	-9.3%	14.6%	i	4.9%	4.8%	0.0%	1.48e-08M*	2.8%[1.84 µM]	-0.7%	i	?
Cc1cccc(N(CC(=O)NCc2ccccc2)C(=O)Cn2nnc(-c3ccc(C)o3)n2)c1	-3.3%	-5.9%	i	-4.6%	8.6%	1.9%	i	/	-3.2%	i	?
COCCn1c(N)c(C(=O)OCc2ccccc2)c2nc3ccccc3nc21	?	-0.2%	?	-7.5%	31.6µM*	0.5%	2.74e-06M*	1.6%[57.5 µM]	-5.1%	i	i
O=C(CC(O)(c1ccccc1)C(F)(F)C(F)F)c1cccs1 (stereo unspecified)	9.2%	-4.4%	i	-5.6%	-8.4%	11.3%	i	0.0%	-5.1%	i	i
CC(C)(C)C(=O)/C=c1\[nH]c(=O)/c(=C\c2ccc(C#N)cc2)s1	-1.6%	-4.9%	i	-2.8%	-19.6%	4.7%	i	-1.2%	0.7%	i	?
COc1cc(OC)cc(C(=O)NCc2n[nH]c(=S)n2-c2ccccc2OC)c1	-0.6%	6.8%	i	2.7%	-3.4%	-0.8%	i	0.1%	1.6%	i	?
O=C(NCC1CCCO1)C1CCCCN1S(=O)(=O)c1ccc(F)cc1 (stereo unspecified)	-1.3%	5.4%	?	-1.2%	9.5%	-1.2%	?	0.3%	-3.2%	i	?
C[C@@H](/C=C\c1cccc(Oc2ccc(F)cc2)c1)N(O)C(N)=O	2.7%&-4.4%	0.0%&0.0%	i	10µM*	8.2%&15.5%	-1.4%&-1.2%	i	0.3%	-5.2%&7.5%	i	i
O=C(c1ccc(=O)oc1)N1CCCc2ccccc21	-10.7%	14.3%	i	?	20µM*	-4.7%	8.56e-08M*	1.7%[1.84 µM]	-21.1%	i	i
COc1ccc2c(c1)c1ncn(Cc3ccco3)c(=O)c1n2C	-5.0%	-9.8%	?	-6.2%	31.6µM*	1.6%	1.28e-06M*	1.5%[1.84 µM]	-5.1%	i	i
CCCc1nnc(NC(=O)CSc2ncn[nH]2)s1	0.1%	-4.6%	/	6.0%	11.3%	2.5%	/	0.4%	-2.4%	/	/
CS(=O)(=O)N(CC(=O)N1CCN(c2ccccc2F)CC1)c1cc(C(F)(F)F)ccc1Cl	-3.2%[11 µM]	-4.5%[9.17 µM]	/	-6.8%[11.4 µM]	-7.1%[11.4 µM]	-1.5%	/	-0.8%[0.0738 µM]	-4.2%[11.4 µM]	/	/
